# All columns: NCI-60 one-dose screen, growth in % after 48 h at 10 µM unless noted; 100 = growth as untreated, 0 = no growth, -100 = all killed.
# HCT-116 – HCT-116 colon cancer; 7.3% of 82,000 active; AID 1794798
# KM12 – KM12 colon cancer cells | 5% of 82,000 active | AID 1794800
# SF-295 – SF-295 CNS cancer cells; 5.6% of 79,000 active
# HCC-2998 – HCC-2998 colon cancer. AID 1794799. 4.7% of 79,000 active
# HCT-15 – HCT-15 colon cancer. 5.2% of 82,000 active. AID 1794746
# SNB-19 – SNB-19 CNS cancer cells; 2.5% of 81,000 active; AID 1794751
# SW-620 – SW-620 colon cancer; 5.2% of 82,000 active; AID 1794795
# SNB-75 – SNB-75 CNS cancer; 5% of 79,000 active
# SF-539 – SF-539 CNS cancer; 6.8% of 81,000 active
# Starred values were filed as active, the others as inactive; . = not tested or not shown; [ ] = dose if it differs, or a comment. The calls were made as follows: active = growth percent below 10; inactive = the rest.
SMILES,HCT-116,KM12,SF-295,HCC-2998,HCT-15,SNB-19,SW-620,SNB-75,SF-539
CC(=O)O[C@H]1CC[C@H]2[C@@H]3CCC4=C(CC(F)C(=O)C4)[C@H]3CC[C@]12C (stereo not given in full),100,101,103,103,88,96,96,81,86
CCCCCCCCCCCCCCCC[N+]1(C)CCCC1c1cccnc1 (stereo not given),35,42,42,20,78,29,53,37,33
Cc1ccc(OCC(O)CN2CCN(c3cccc(C)c3)CC2)cc1 (stereo not given),99,106,104,99,104,105,106,99,82
O=C(/C(=C/c1ccc(Br)cc1)c1ccccc1)c1ccccc1,73,85,103,.,76,91,88,75,99
S=c1nc[nH]c2c1cnn2-c1ccccc1,96,104,98,.,103,96,101,94,98
CCCNC(=O)OCC,102,103,94,111,102,100,98,90,101
CNCC(C)C(Cl)c1ccccc1 (stereo not given),89,98,113,107,109,109,91,90,103
COc1ccc(C(=O)c2oc3ccc(Cl)cc3c2N)cc1,96,101,104,111,92,90,92,90,103
CC(C)(C)c1ccc(O)c(Cl)c1,117,103,129,103,107,121,107,81,117
CCCn1c(Cn2nc(C)cc2C)nnc1SCC(=O)Nc1ccc(S(N)(=O)=O)cc1,93,99,111,108,100,92,98,112,96
Cc1ccc(-c2ccnc3c2c(-c2ccc(Cl)cc2)nn3-c2ccccc2)cc1,90,103,96,121,75,99,92,94,92
COC(=O)C(=[N+]=[N-])C(=O)c1ccc(Cl)cc1,74,97,104,55,96,99,96,94,76
CC(CC(CCC(=O)O)(c1ccccc1)c1ccccc1)N(C)C (stereo not given),97,109,93,106,96,110,109,100,95
Cc1cc(-c2ccccc2)nc2ccccc12,100,106,98,106,97,101,102,87,98
O=C(Nc1cccnc1Nc1ccc(F)cc1)c1cn(Cc2ccc(F)cc2)nn1,98,100,95,126,95,92,117,82,83
C#CCCC(=O)NCCN1CCOCC1,80,105,104,105,110,103,104,99,106
O=S(=O)(c1ncsc1-c1ccccc1)N1CCc2ccccc2C1,98,90,94,102,88,87,107,101,97
O=C1OCC2=C1C(c1ccccc1)c1cc3c(cc1N2CCO)CCC3 (stereo not given),4.4*,11,-22*,-20*,14,-12*,22,64,-50*
COc1ccc(NC(=O)c2cc(-c3cccc(Cl)c3)no2)cc1,94,75,105,104,77,105,101,93,99
COc1ccc(-c2cn(C(=O)c3ccc(C(F)(F)F)cc3)nc2N)cc1,98,105,98,105,99,101,105,81,108
O=C(Cc1c[nH]c2ccccc12)N=Nc1c(O)n(Cc2ccccc2)c2ccccc12,101,107,99,116,100,104,108,.,100
Cc1ccc(NC(=O)NCc2ccco2)cc1[N+](=O)[O-],93,103,160,105,67,101,97,93,107
CC1=NN(c2cccc(Cl)c2)C(=O)/C1=C\c1cn(C[C@@H](O)Cn2c3ccccc3c(=O)c3ccccc32)c2ccccc12,93,105,100,101,100,93,102,90,101
O=C(CCn1cnc2c(cc(-c3ccccc3)n2-c2ccccc2)c1=O)Nc1ccc(F)cc1,62,74,78,86,81,73,96,4.9*,76
CCC(CC)(C(=O)Nc1ccc2nc(C)cc(N)c2c1)C(=O)Nc1ccc2nc(C)cc(N)c2c1,108,110,111,104,101,103,102,84,109
O=C(Nc1ccc(Oc2ccc(F)cc2)c(Cl)c1)c1ccccn1,92,99,91,94,96,91,94,.,96
Cc1cccc(C)c1[C@H]1C[C@](C)(O)[C@@H]2CC[C@@H](C)C[C@H]2O1,99,107,96,101,102,100,107,84,93
O=[N+]([O-])c1ccc(N2COc3ccc4ccccc4c3C2)cc1,87,93,94,89,81,101,100,82,95
CC(Oc1ccc(C(=O)NS(=O)(=O)c2ccccc2Cl)cc1C(F)(F)F)c1ccc(Oc2ccccc2)cn1 (stereo not given),106,103,104,110,104,101,108,109,100
COc1ccc(C2=Nc3c(N)nc(N)nc3NC(c3cccc(Nc4ccnc5cc(Cl)ccc45)c3)C2)cc1 (stereo not given),80,82,94,103,90,95,95,79,93
O=C(/C=C/c1ccccc1)C(Br)C(Br)c1ccccc1 (stereo not given),-94*,8.2*,.,52,-33*,74,-53*,80,-33*
C/C(=N\NS(=O)(=O)c1ccc(C)cc1)c1ccncc1,118,98,104,101,105,111,115,95,108
O=C(c1ccccc1)c1ccc(Cl)c(Cl)c1,102,96,106,103,105,99,98,104,101
Cc1ccc(C(C)(C)c2ccc(N)cc2)cc1,98,102,93,106,110,110,101,96,105
Cc1[nH]cnc1CNc1ccc2ncc(C#N)c(Nc3ccc(F)c(Cl)c3)c2c1,81,.,94,92,86,86,85,95,86
COc1ccc(-c2c(C(=O)NS(=O)(=O)C(C)C)n(Cc3cccc(C)c3)c3ccccc23)cc1,96,93,90,103,86,93,101,80,107
O=C1C(Br)=C(c2ccccc2)C(=O)C(Br)=C1c1ccccc1,90,102,98,98,86,94,94,78,99
CCOc1ccc(/C=C2\NC(=S)NC2=O)cc1,96,110,156,.,107,99,100,110,101
O=C(O)CN(CCOCCOCCN(CC(=O)O)CC(=O)O)CC(=O)O,94,107,107,.,104,99,106,92,101
Cc1ccc([C@H]2Nc3c(c(C(C)(C)C)nn3-c3ccccc3)C(=O)[C@]23CCCC3=O)cc1,90,97,88,103,94,94,104,82,94
CCCCCCN1C(=O)/C(=c2\sc3n(c2=O)NC2C(N=3)N(CC)C(=O)N2CC)c2ccccc21 (stereo not given),84,104,101,104,91,93,98,79,96
CCC(=O)[C@@H]1CC[C@H](C)c2ccc(C)nc2C1,102,101,102,98,102,92,103,99,103
CC(=O)OCC(=O)[C@H]1CC[C@H]2C3=CC=C4C[C@@H](OC(C)=O)CC[C@]4(C)C3=CC[C@]12C,102,96,102,110,90,116,106,103,90
O=C1C(Cl)=C(Nc2ccc(Nc3ccccc3)c(NC3=C(Cl)C(=O)c4ccccc4C3=O)c2)C(=O)c2ccccc21,51,32,.,55,56,52,34,81,43
O=C1/C(=C/c2ccc(O)cc2)SC(=S)N1CCc1ccc(O)cc1,90,73,98,103,85,90,109,74,90

# Pulled by compound from above, 5 records:
SMILES,HCT-116,KM12,SF-295,HCC-2998,HCT-15,SNB-19,SW-620,SNB-75,SF-539
Cc1ccc(C(C)(C)c2ccc(N)cc2)cc1,98,102,93,106,110,110,101,96,105
CCC(=O)[C@@H]1CC[C@H](C)c2ccc(C)nc2C1,102,101,102,98,102,92,103,99,103
O=C(c1ccccc1)c1ccc(Cl)c(Cl)c1,102,96,106,103,105,99,98,104,101
Cc1[nH]cnc1CNc1ccc2ncc(C#N)c(Nc3ccc(F)c(Cl)c3)c2c1,81,.,94,92,86,86,85,95,86
Cc1ccc([C@H]2Nc3c(c(C(C)(C)C)nn3-c3ccccc3)C(=O)[C@]23CCCC3=O)cc1,90,97,88,103,94,94,104,82,94

# Following part:
SMILES,HCT-116,KM12,SF-295,HCC-2998,HCT-15,SNB-19,SW-620,SNB-75,SF-539
CCOC(=O)CCN1CCN(c2cccc(C)c2)CC1,99,107,105,94,111,98,100,.,96
O=C(O)CSC(Nc1ccccc1C(=O)O)c1ccccc1 (stereo not given),108,103,115,118,104,104,102,88,111
COc1ccc2c(c1)CCCC21C(=O)Nc2ccc(F)cc21 (stereo not given),100,94,.,112,98,107,108,94,108
CCCCCCCCCCCCCCCC(=O)OCC(O)[C@H]1OC(=O)C(O)=C1O (stereo not given in full),100,108,109,111,106,103,95,117,127
CN(C)CCCOc1c2ccc(Cl)cc2nc2c1oc1ccccc12,1.5*,1.0*,-19*,-58*,-22*,5.6*,9.6*,-19*,-59*
CCn1c(SCC(=O)Nc2ccc(S(=O)(=O)Nc3ccc(Cl)nn3)cc2)nc2ccccc2c1=O,110,103,106,105,108,107,101,95,101
Cc1c(Cc2ccccc2)c(=O)oc2c(C)c(OCC(=O)NN3C(=O)CCC3=O)ccc12,104,101,103,97,108,94,98,86,107
Fc1c[c-]c(-c2ccccn2)c(F)c1.Fc1c[c-]c(-c2ccccn2)c(F)c1.[Cl][Pt+].[Cl][Pt+].c1ccc([PH+](C[PH+](c2ccccc2)c2ccccc2)c2ccccc2)cc1,8.2*,12,17,22,91,18,15,20,30
O=[N+]([O-])c1ccc(-c2nnc(Cn3c(COc4cccc5ccccc45)nc4ccccc43)o2)cc1,98,101,91,99,94,92,99,87,98
Cc1cccc(C)c1NC(=O)c1sc2nc3c(cc2c1N)C(=O)CCC3,91,56,50,72,60,67,72,83,101
COc1ccc(C(=O)c2oc3nc(-c4cccnc4)cc(-c4ccc(OC)c(OC)c4)c3c2N)cc1,94,98,106,99,104,95,103,92,98
CN(C)c1nc(-c2cccs2)n2nc(-c3ccco3)cc2n1,91,81,106,94,79,102,97,86,94
O=c1cn[nH]c2ccccc12,105,108,93,102,111,104,98,88,92
N#CC1=C(N)OC(c2ccc([N+](=O)[O-])cc2)C1(C#N)C#N (stereo not given),102,106,100,119,101,99,97,97,105
COc1cc(NC(=O)CSc2nc3ccccc3c(=O)n2Cc2ccccc2)cc(OC)c1OC,87,109,92,118,102,101,103,77,54
O=C(CN1CCN(c2cc(=O)[nH]c3ccc(F)cc23)CC1)Nc1ccc(Cl)cc1,58,92,67,92,79,21,94,13,57
OCC(Cl)(Cl)C(Cl)(Cl)CO,99,102,.,108,104,109,102,99,99
NC(=O)CC(NC(=O)CCl)C(=O)O (stereo not given),93,108,100,.,100,91,102,87,99
Cc1cc2c(C#N)n3c(c2cc1C)C(=O)C(c1ccccc1)Oc1ccccc1-3 (stereo not given),13,15,15,.,16,36,47,16,74
CCOC(=O)C(COS(C)(=O)=O)(COS(C)(=O)=O)C(=O)OCC,104,107,111,106,107,106,110,99,112
S=c1[nH]ccn1-c1c(Cl)cccc1Cl,94,104,99,99,100,91,106,102,94
N#CC(C#N)=C(C#N)NC12CC3CC(CC(C3)C1)C2,106,92,95,111,96,99,94,95,102
COc1ccc(NC(=O)CCn2c(=O)c3c(ncn3C)n(C)c2=O)cc1,104,102,100,111,104,101,107,96,102
CCCC(C)OC(=O)/C=C\C(=O)NC(N)=O (stereo not given),84,104,116,101,95,112,113,91,103
COc1cc(/C=C/C(=O)C(C(=O)/C=C/c2ccc(OC(=O)CCNC34CC5CC(CC(C5)C3)C4)c(OC)c2)C(=O)CCNC23CC4CC(CC(C4)C2)C3)ccc1OC(=O)CCNC12CC3CC(CC(C3)C1)C2 (stereo not given),-49*,-5.8*,37,-48*,-18*,39,-23*,-32*,-24*
COc1ccc(OC)c(C=C2C(=O)NNC2=O)c1,95,107,102,101,111,99,95,87,91
COC(C)CCO (stereo not given),102,109,.,97,97,105,106,83,109
O=C(Nc1ccc(NC(=O)c2cc(=O)[nH]c3ccccc23)cc1)Nc1ccc(Cl)c(C(F)(F)F)c1,97,106,105,99,108,100,98,90,94
O=C1[C@H]2Cc3c([nH]c4ccccc34)[C@H](c3ccc(Cl)cc3)N2C(=O)CN1C1CCN(Cc2c(F)cccc2F)CC1,69[8.33 µM],74[8.33 µM],88[8.33 µM],.,61[8.33 µM],83[8.33 µM],87[8.33 µM],76[8.33 µM],85[8.33 µM]
COc1cc2cc(Oc3cccc(NC(=O)Nc4cc(C(F)(F)F)cc(C(F)(F)F)c4)c3)c(C)nc2cc1OC,3.7*,5.6*,-59*,21,2.8*,15,16,9.7*,-41*

# Exported with two lines to a compound: part of the list above
# The line under a structure holds: HCT-116	KM12	SF-295	HCC-2998	HCT-15	SNB-19	SW-620	SNB-75	SF-539
CCOc1ccc(/C=C2\NC(=S)NC2=O)cc1
  96	110	156	.	107	99	100	110	101
O=C(O)CN(CCOCCOCCN(CC(=O)O)CC(=O)O)CC(=O)O
  94	107	107	.	104	99	106	92	101
Cc1ccc([C@H]2Nc3c(c(C(C)(C)C)nn3-c3ccccc3)C(=O)[C@]23CCCC3=O)cc1
  90	97	88	103	94	94	104	82	94
CCCCCCN1C(=O)/C(=c2\sc3n(c2=O)NC2C(N=3)N(CC)C(=O)N2CC)c2ccccc21 (stereo not given)
  84	104	101	104	91	93	98	79	96
CCC(=O)[C@@H]1CC[C@H](C)c2ccc(C)nc2C1
  102	101	102	98	102	92	103	99	103

# (continued)
SMILES,HCT-116,KM12,SF-295,HCC-2998,HCT-15,SNB-19,SW-620,SNB-75,SF-539
O=C1O/C(=C(/Br)c2ccccc2)c2ccccc21,93,96,97,97,96,109,108,90,105
NCCCNc1nc(-c2ccncc2)nc2sc3c(c12)CCCCC3,85,92,101,93,91,94,103,55,.
CCC(C)COCCOCCCN1C(=O)C2C3C=CC(C3)C2C1=O (stereo not given),100,105,105,105,110,102,108,107,110
O=C(O)c1cc(Br)c(Br)s1,99,109,110,98,96,104,102,80,96
O=C(O)/C=C/C(=O)N1CCOCC1,86,102,97,117,101,102,103,85,98
COc1cc(/C=N/N=C(N)N)cc(I)c1O,104,109,95,105,106,104,97,.,103
COc1cc(N/C=C2/CC(C(=O)NCc3ccc(Cl)cc3Cl)NC2=O)cc(OC)c1OC (stereo not given),96,110,98,104,101,107,110,96,96
N#Cc1c(-c2c(Cl)cccc2Cl)nc(SCc2nnc(-c3ccc(Cl)cc3)o2)[nH]c1=O,72,100,90,109,105,100,100,79,101
O=C(NNC(=O)c1ccc(OCc2nc3ccc(Cl)cc3[nH]2)cc1)Nc1ccc(Cl)c(Cl)c1,26,34,101,70,99,20,47,111,43
COc1ccc(-c2nnc(CNc3ccccc3OC)o2)cc1,.,98,99,107,104,93,98,94,101
Oc1ccc2[nH]cc(-c3cncc(-c4c[nH]c5ccc(O)cc45)c3)c2c1,96,97,100,95,100,103,98,100,93
N#Cc1c(N)nnn1Cc1cc(=O)oc2c1ccc1ccccc12,106,103,109,105,102,92,98,89,113

# Screens (PubChem)
